Assay outcomes from PubChem BioAssay.
Nrf2 ARE act – qHTS of Nrf2 Activators; AID 624171, 2012; AREc32 ARE-luciferase reporter (MCF7-derived line), luminescence, 24 h; Potency, µM (doses to about 46.1 µM), without a hit: at the top dose activation, hits mostly activators; hit rate 0.31% among 410,000; also: potency is read from the fitted curve at half-maximal effect; % of control where 0% means no effect; nearly all actives have a fitted effect of over 65% in size
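Luciferase luminescence (Steady-Glo, 30 min at room temperature) served as the read-out of ARE activation in AREc32 cells treated with compounds for 24 hr at 37 deg C.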
EPAC2 ag – qHTS for Agonist of cAMP-regulated guanine nucleotide exchange factor 4 (EPAC2): primary screen; EPAC2 activation, biochemical qHTS; response scale: 100% = 6.5 mM cAMP response; AID 720711, 2013; hit rate 0.079% among 360,000; Potency, µM (titrated, usually from 154 µM), for inactives: at the top dose activation, actives largely listed as activators; also: potency is read from the fitted curve at half-maximal effect; nearly all actives have a fitted effect of over 50% in size
Target sequence (Q8WZA2 whole entry, looked up): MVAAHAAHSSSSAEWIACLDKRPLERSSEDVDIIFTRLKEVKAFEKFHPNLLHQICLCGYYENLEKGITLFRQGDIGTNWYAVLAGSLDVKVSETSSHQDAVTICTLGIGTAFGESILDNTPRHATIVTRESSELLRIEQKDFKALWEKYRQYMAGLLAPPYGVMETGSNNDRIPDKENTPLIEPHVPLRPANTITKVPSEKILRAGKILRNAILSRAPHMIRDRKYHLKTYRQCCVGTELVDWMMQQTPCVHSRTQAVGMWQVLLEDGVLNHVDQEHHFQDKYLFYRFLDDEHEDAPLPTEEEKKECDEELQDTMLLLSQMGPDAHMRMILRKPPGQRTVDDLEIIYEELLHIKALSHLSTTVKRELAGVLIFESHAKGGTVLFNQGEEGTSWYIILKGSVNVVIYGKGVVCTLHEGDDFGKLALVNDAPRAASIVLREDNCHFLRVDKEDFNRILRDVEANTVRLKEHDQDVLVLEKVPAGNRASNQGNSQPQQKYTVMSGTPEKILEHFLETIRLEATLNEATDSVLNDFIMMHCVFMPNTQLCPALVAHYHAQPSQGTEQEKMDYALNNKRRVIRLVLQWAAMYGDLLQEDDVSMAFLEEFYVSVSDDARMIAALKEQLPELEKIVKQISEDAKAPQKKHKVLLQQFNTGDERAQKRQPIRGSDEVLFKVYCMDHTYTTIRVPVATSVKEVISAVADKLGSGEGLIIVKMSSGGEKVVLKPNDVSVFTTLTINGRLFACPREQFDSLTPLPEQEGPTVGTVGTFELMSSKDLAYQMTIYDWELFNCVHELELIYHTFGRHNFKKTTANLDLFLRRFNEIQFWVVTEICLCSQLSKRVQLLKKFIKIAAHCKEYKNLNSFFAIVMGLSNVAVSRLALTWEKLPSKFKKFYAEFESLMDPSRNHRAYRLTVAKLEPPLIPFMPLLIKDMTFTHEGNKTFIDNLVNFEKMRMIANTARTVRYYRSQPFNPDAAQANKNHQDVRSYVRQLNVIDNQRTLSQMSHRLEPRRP
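Fluorescence exchange assay: 100 nM EPAC2 with 250 nM RAP1B-BODIPY-GDP and 50 uM GDP; compounds tested as a concentration-titration series (qHTS). Loss of Rap1-bound BODIPY-GDP fluorescence read at 480/540 nm; data normalized to 6.5 mM cAMP.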
HepG2 tox – qHTS for Inhibitors of TGF-b: Cytotox Counterscreen; HepG2 CAGA-GFP viability, ATP luminescence, 18 h; Potency, µM (top dose mostly 46.1 µM), for inactives: top-dose activity change, negative = cytotoxicity, actives largely listed as cytotoxic; hit rate 0.76% among 410,000; AID 588856, 2011; also: potency is read from the fitted curve at half-maximal effect; some results filed as inactive show a strong effect at the top dose
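CellTiter-Glo luminescence gave cytotoxicity after 18 hours at 37 degrees C. The cells were HepG2 CAGA-GFP in 1% FBS DMEM, stimulated with 500 pg/mL TGF-beta after compound addition. %Activity was normalised to no-cell wells (complete cell-killing) and DMSO (no toxicity), and curves were fitted and classified.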
TGFb SMAD3 inh – qHTS for Inhibitors of TGF-b | HepG2 CAGA-GFP TGF-b/SMAD3 reporter, GFP fluorescence, 18 h; TGF-beta stimulated, 500 pg/mL final | Potency, µM (highest dose often 46.1 µM), for inactives: at the top dose activity, negative = inhibition, hits mostly inhibitors | hit rate 1.2% among 410,000; also: potency is read from the fitted curve at half-maximal effect; % is scaled to controls: 0 for no effect and ±100 for the full control effect; nearly all actives have a fitted effect of over 65% in size
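TGF-beta reporter screen: HEPG2 CAGA-GFP, 1% FBS, 500 pg/mL TGF-beta final, 18 h; per-cell GFP summed per well; curves fitted and categorized by class.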
IL-2 act – qHTS of IL-2 Activators; IL-2 activation reporter assay, cell-based qHTS; stimulated with anti-CD3/CD4/CD28 beads; in transgenic mouse T cells; activation, % (series mostly up to about 46 µM); hit rate 0.065% among 360,000; in the data active = activation above about 50%; inconclusive = mostly about 30% to 49%; also: 0% is about no effect
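EGFP and DsRed fluorescence is measured by plate cytometry in unstimulated transgenic mouse T cells exposed to compound for 60 minutes, then stimulated 18 hours at 37 degrees C with anti-CD3/anti-CD4 beads plus anti-CD28.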
ATXN2 expr inh – Primary qHTS for Inhibitors of ATXN expression. AID 1745845, 2022. Potency, µM (top dose mostly 57 µM), inactives show top-dose activity change, negative = inhibition, actives largely listed as inhibitors. HEK-293 ATXN2-luciferase reporter, luminescence, 24 h. hit rate 0.72% among 360,000; also: potency is read from the fitted curve at half-maximal effect; % is scaled to controls: 0 for no effect and ±100 for the full control effect; nearly all actives have a fitted effect of over 55% in size
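qHTS (up to 57 uM final) was run with 24 h compound exposure of reporter cells at 37 °C. Each well was multiplexed: SteadyGlo luminescence measured ATXN2-luciferase expression after a fluorogenic Gly-Phe-AFC viability readout (25 uM final).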
A549 tox – Nrf2 qHTS screen for inhibitors: counterscreen for cytotoxicity; A549 ARE-Fluc cells, CellTiter-Fluor viability, 18-24 h; AID 504648, 2011; Potency, µM (titrated, usually from 46 µM), inactives show at the top dose activity change, negative = cytotoxicity, most hits filed as inhibitors; hit rate 0.16% among 390,000; also: potency is read from the fitted curve at half-maximal effect; % is scaled to controls: 0 for no effect and ±100 for the full control effect
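A549 ARE_Fluc cells in 5% FBS OPTI-MEM were exposed to compounds in concentration-response for 18-24 h at 37 deg C. Viability was read by CellTiter-Fluor fluorescence (Ex 405/Em 525) after 30 min, before the luciferase read.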
ATXN viability – Viability Counterscreen for Primary qHTS for Inhibitors of ATXN expression; Potency, µM (highest dose often 56.7 µM), most hits filed as cytotoxic; hit rate 0.49% among 400,000; S2 cells (HEK-293 line with an ATXN2-luciferase reporter) viability, CellTiter-Fluor protease fluorescence, 24 h; AID 651635, 2014; also: potency is read from the fitted curve at half-maximal effect; nearly all actives have a fitted effect of over 40% in size
Nrf2 inh – Nrf2 qHTS screen for inhibitors; Potency, µM (highest dose often 46 µM), for inactives: top-dose activity change, negative = inhibition, actives largely listed as inhibitors; AID 504444, 2011; A549 ARE-Fluc reporter, luciferase luminescence, 18-24 h; hit rate 2.1% among 360,000; also: potency is read from the fitted curve at half-maximal effect; % is scaled to controls: 0 for no effect and ±100 for the full control effect; nearly all actives have a fitted effect of over 60% in size
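Two sequential reads on A549 ARE_Fluc cells exposed to compound for 18-24 h: a CellTiter-Fluor fluorescence read for viability, then a luciferase luminescence read for Nrf2/ARE activity.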
Numbers without * were called inactive; i = inactive; ? = inconclusive; . = no result given; & = joins results of further samples; ! = not confirmed by another sample; [ ] = dose if it differs, or a comment. Unless noted, calls follow the shape of the dose curve; as a rule, active = well fitted curve in the direction sought with a large enough effect; inconclusive = small, poorly fitted or top-dose-only effect, or another doubt; inactive = no such curve, though single readings can be large; an effect the other way counts as inactive or inconclusive.

SMILES | Nrf2 ARE act | EPAC2 ag | HepG2 tox | TGFb SMAD3 inh | IL-2 act | ATXN2 expr inh | A549 tox | ATXN viability | Nrf2 inh
CCc1nnc(NC(=O)CN2CCN(C3CCCCC3)CC2)s1 | -0.2% | 7.5% | 2.2% | 29.9% | -0.2 | 2.3% | 0.5% | ? | 10.7%
CCCCc1nc(NCC2CCCO2)c(C#N)c2c1COC(C)(C)C2 (configuration not stated) | -0.8% | -8.1% | -22.7% | 10.3% | -1.7 | 3.3% | 0.6% | i | -5.5%
CCOC(=O)C(=O)Nc1ccc(OC)c(Cl)c1 | 0.1% | 1.7% | -31.1% | -0.4% | 1.1 | -18.6% | -5.0% | i | 1.7%
COC(=O)C(O)(NC(=O)c1ccncc1)C(F)(F)F (configuration not stated) | -1.0% | 16.6% | 0.7% | 4.1% | 2.6 | . | -7.3% | i | -9.5%
Cc1cc(Cl)ccc1NC(=O)CCS(=O)(=O)c1ccc2c(c1)CC(C)N2C(=O)C1CC1 (configuration not stated) | 2.8% | . | -21.8% | ? | . | . | 3.9% | . | ?
COc1ccc(S(=O)(=O)NC(C)C(=O)NCc2ccc3c(c2)OCO3)cc1OC (configuration not stated) | 0.1% | 6.9% | 17.4% | -5.0% | -0.7 | -1.7% | 2.1% | i | 0.9%
COc1ccc(-c2cc(C(=O)Nc3cc(C)nn3-c3ccccc3)no2)cc1OC | 0.2%&-0.4% | 1.9% | 2.7%&2.0% | 1.3%&19.1% | -3.2 | -7.2%&-2.8% | 0.9%&-4.0% | ? | 11.8%&6.4%
COc1ccc2c(c1)CCc1c(C(=O)Nc3cnn(Cc4ccc(Cl)cc4Cl)c3)noc1-2 | 1.0% | . | 6.5% | 19.5% | . | 0.7% | -0.9% | i | -1.7%
Cc1ccccc1OCCn1cc(C(=O)C(=O)N2CCOCC2)c2ccccc21 | 0.2% | 4.6% | -9.8% | -18.0% | -3.5 | -16.8% | -10.4% | i | 22.4%
C=CCC1=C/C(=C\c2c(N)n3nc(CC(=O)N4CCOCC4)sc3nc2=O)C=C(OC)C1=O | 2.8% | 7.8% | 6.3% | 128.6%[activator] | -6.1 | -4.6% | -3.5% | . | 3.4%
COc1cccc(C(=O)Nc2c(C(N)=O)oc3ccccc23)c1 | 8.8% | 13.6% | -6.9% | 1.8% | -1.2 | -13.3% | -3.8% | i | 15.8%
CCc1ccccc1NC(=O)Cn1nc(C)n2cccc2c1=O | 0.0% | 8.0% | -3.6% | -2.7% | 0.7 | . | 5.6% | i | -3.0%
NC(=O)CN1C(=O)C(O)(CC(=O)/C=C\C=C\c2ccccc2)c2ccccc21 (configuration not stated) | 14.6% | -8.2% | -11.8% | 2.3% | 2.2 | 11.5% | -2.4% | i | 2.7%
CCOC(=O)c1cnc(-c2ccc(C(F)(F)F)cn2)[nH]c1=O | 0.6% | -0.1% | 7.5% | -2.1% | 0.3 | -3.4% | 0.8% | i | -18.7%
COc1cc2c(cc1OC)-c1cc(Nc3ccccc3)nc(=O)n1CC2 | 8.8% | 1.4% | 14.3% | 20.3% | -1.6 | 28.6% | -8.2% | ? | -24.7%

Compound profiles, as listed above. Screens in order: Nrf2 ARE act | EPAC2 ag | HepG2 tox | TGFb SMAD3 inh | IL-2 act | ATXN2 expr inh | A549 tox | ATXN viability | Nrf2 inh
CCCCc1nc(NCC2CCCO2)c(C#N)c2c1COC(C)(C)C2 (configuration not stated) as listed: -0.8% | -8.1% | -22.7% | 10.3% | -1.7 | 3.3% | 0.6% | i | -5.5%
CCOC(=O)C(=O)Nc1ccc(OC)c(Cl)c1 as listed: 0.1% | 1.7% | -31.1% | -0.4% | 1.1 | -18.6% | -5.0% | i | 1.7%

Going on with the list.
SMILES | Nrf2 ARE act | EPAC2 ag | HepG2 tox | TGFb SMAD3 inh | IL-2 act | ATXN2 expr inh | A549 tox | ATXN viability | Nrf2 inh
CC(=O)c1ccccc1OC(=O)c1ccc(-c2ccccc2)cc1 | 5.8% | 7.6% | -1.5% | 12.4% | 0.3 | . | -3.3% | i | -1.8%
CCCN(C)C[C@H]1Oc2cc(C#Cc3ccc(F)cc3)ccc2S(=O)(=O)N([C@H](C)CO)C[C@@H]1C | 3.2% | 4.2% | -43.8% | ? | -1.7 | -7.0% | . | i | .
O=C(NC1CCCCC1)c1cccnc1Sc1ccccc1 | 0.0% | 6.9% | 3.4% | -27.2% | 0.1 | 4.2% | -6.9% | i | -11.4%
O=C(Nc1ccncc1)c1ccc(Cl)c(S(=O)(=O)N2CCc3ccccc32)c1 | 4.8% | 18.6% | -19.1% | -25.7% | -1.0 | ? | ? | ? | ?
Cc1ccc(-c2noc(CCC(=O)Nc3ccc4c(c3)OCO4)n2)cc1 | -0.6% | -5.4% | -43.0% | 0.0% | -2.6 | -3.1% | -5.1% | i | -17.5%
COc1ccccc1N(CC(=O)NCC1CCCO1)C(=O)CNS(=O)(=O)c1ccc(Cl)cc1 (configuration not stated) | -0.2% | 4.4% | 0.9% | -3.3% | 1.9 | . | 0.9% | i | -21.0%
CCOc1cc(C(=O)OC(C)C(=O)Nc2ccc(S(N)(=O)=O)cc2)ccc1OCC(=O)N1CCOCC1 (configuration not stated) | 0.1% | 12.6% | -14.9% | 1.0% | 0.8 | 3.3% | 1.5% | i | 0.0%
COc1ccc(-n2nc(C(=O)NCC(=O)N3CCCCCC3)c3ccccc3c2=O)cc1OC | 0.0% | 3.3% | 2.8% | 0.1% | 0.3 | 26.6% | -4.4% | i | ?
CCOc1cc(-c2ccc(N)c(OCC)c2)ccc1N | 3.5% | -12.0% | 7.1% | 22.3% | 0.8 | 0.5% | -6.1% | i | 23.2%
COc1ccc(Cn2nnc3c(=O)[nH]c(C4CCCN(C(=O)c5ccc(C)cc5)C4)nc32)cc1 (configuration not stated) | 5.5% | . | -2.5% | -0.9% | . | 1.8% | -18.1% | ? | -5.2%
O=C(NNC(=O)c1ccc(SCC2CCCO2)c([N+](=O)[O-])c1)c1ccc(F)cc1 (configuration not stated) | -0.8% | -3.5% | 0.2% | 30.8% | -1.7 | -8.3% | -6.2% | i | .
CN(C)c1ccc(/C=C/c2ccc3ccccc3[n+]2C)cc1 | -1.7% | -20.4% | 7.08µM*! | 2.24µM* | 0.1 | ? | 23.1µM* | 10µM* | 14.6µM*
COc1ccc(OC)c(C2c3c(oc4ccc(C)cc4c3=O)C(=O)N2CCCN(C)C)c1 (configuration not stated) | 7.4% | . | 2.4% | -16.2% | . | . | 6.3% | . | .
CCCc1cnc(Nc2nc(C(N)Cc3ccc(OC)cc3)cs2)nc1 (configuration not stated) | -3.2% | -2.3% | 11.2µM* | ? | -0.6 | ? | . | ? | .
Cn1c(=S)[nH]c2cc(C(=O)N3CCN(Cc4cccs4)CC3)ccc2c1=O | . | . | -21.6% | -0.7% | . | . | 15.0% | . | ?
O=C(N/N=C/c1cccs1)c1ccc(NC(=O)c2ccccc2Cl)cc1 | -0.1% | 7.6% | 4.2% | 1.1% | 0.3 | ? | 6.1% | i | 23.7%
O=C(COC(=O)C1CC1)NCCNC(=O)COC(=O)C1CC1 | 2.4% | 5.3% | 2.5% | 0.2% | 0.3 | -1.1% | 0.5% | i | 7.1%
O=C(CCc1nnc(CCCCc2ccccc2)o1)NC(c1cccnc1)C(F)(F)F (configuration not stated) | 3.3% | 3.1% | -33.2% | -27.0% | -0.4 | -20.3% | -8.9% | i | -23.3%
C#CCOCCOCCOCCNc1nc(N2CCN(C(=O)C([C@@H](C)O)n3cc([C@@H](N)CCCCN)nn3)CC2)nc(N2CCN(C(=O)[C@H](CC(N)=O)n3cc([C@@H](N)C(C)C)nn3)CC2)n1 (some centres not stated) | -0.6% | -1.0% | 0.8% | 3.9% | 0.4 | 5.7% | -9.9% | i | 1.9%
CCOC(=O)c1c(NC(=O)CSc2nc3ccc(C)cc3[nH]2)sc2c1CC(C)(C)NC2(C)C | 11.5% | -1.8% | -29.2% | ? | -1.1 | ? | ? | ? | -22.8%
Cc1ccccc1CC1(CO)CCCN(C(=O)c2ccc3ncccc3c2)C1 (configuration not stated) | 1.6% | 0.6% | -2.9% | -29.9% | -0.6 | 21.0% | -8.8% | i | -20.8%
COc1cc(OC)c(OC)cc1C#N | 0.4% | 4.2% | -11.0% | 19.5% | 0.2 | -1.0% | 2.7% | i | -13.5%
COc1ccc(NC(=O)c2oc3ccccc3c2NC(=O)C2CC2)c(OC)c1 | 0.1% | -0.4% | -3.7% | 2.9% | -1.9 | 1.6% | 1.3% | i | -8.5%
CCOc1ccccc1NC(=O)CN1c2cccc3cccc(c23)S1(=O)=O | 13.2% | 21.9% | 1.2% | 13.6% | 0.3 | -12.4% | 2.6% | i | ?
CCS(=O)(=O)N1CC(=O)N(c2ccc(Cl)cc2C)C(C)(C(=O)NC2CCCCCC2)C1 (configuration not stated) | 0.2% | . | -5.3% | 0.0% | . | . | 1.4% | . | 10.9%

Individual results from the entries so far.
Nrf2 ARE act, Cc1ccccc1CC1(CO)CCCN(C(=O)c2ccc3ncccc3c2)C1 (configuration not stated) : 1.6%
ATXN2 expr inh, C#CCOCCOCCOCCNc1nc(N2CCN(C(=O)C([C@@H](C)O)n3cc([C@@H](N)CCCCN)nn3)CC2)nc(N2CCN(C(=O)[C@H](CC(N)=O)n3cc([C@@H](N)C(C)C)nn3)CC2)n1 (some centres not stated) : 5.7%
IL-2 act, O=C(COC(=O)C1CC1)NCCNC(=O)COC(=O)C1CC1 : 0.3
HepG2 tox, COc1cc(OC)c(OC)cc1C#N : -11.0%
Nrf2 ARE act, CCOC(=O)c1c(NC(=O)CSc2nc3ccc(C)cc3[nH]2)sc2c1CC(C)(C)NC2(C)C : 11.5%
